Screens deposited in PubChem by NCI.
NCI-60 one-dose screen, 48 h, at 10 µM unless noted. Numbers give growth in % (100 = growth as untreated, 0 = no growth, -100 = all killed).
OVCAR-3 = OVCAR-3 ovarian cancer; actives 7% (n = 79,000); AID 1794787
OVCAR-8 = OVCAR-8 ovarian cancer. actives 4.4% (n = 81,000). AID 1794782
PC-3 = PC-3 prostate cancer cells; actives 3.9% (n = 80,000)
U251 = U251 CNS tumor cells. actives 5.4% (n = 80,000). AID 1794753
SF-295 = SF-295 CNS cancer cells; actives 5.6% (n = 79,000); AID 1794758
SK-OV-3 = SK-OV-3 ovarian cancer cells; AID 1794785; actives 3.2% (n = 80,000)
DU-145 = DU-145 prostate cancer. actives 4.2% (n = 81,000). AID 1794760
OVCAR-5 = OVCAR-5 ovarian cancer; actives 2.9% (n = 82,000)
OVCAR-4 = OVCAR-4 ovarian cancer cells | AID 1794784 | actives 3.7% (n = 80,000)
Numbers without * were called inactive; · = not tested or not shown; & = joins results of further samples. The calls were made as follows: active = growth percent below 10; inactive = the rest. This is a subset; count on the stated rates, not on these rows.

SMILES	OVCAR-3	OVCAR-8	PC-3	U251	SF-295	SK-OV-3	DU-145	OVCAR-5	OVCAR-4
CC(C)(C)[Si](C)(C)OC1[C@@H](O[Si](C)(C)C(C)(C)C)[C@@H](CNC(=O)NC(=O)CF)O[C@H]1n1cnc2c(NC(=O)Nc3ccccc3)ncnc21 (stereo partly drawn)	20	51	14	57	80	89	48	92	64
CCN(CC)CP(CN(CC)CC)CN(CC)CC	115	93	94	96	·	111	104	103	104
CC(O)C1CCC2C3CCC4=CC(=O)CCC4(C)C3CCC12C (stereo not drawn)	105	90	77	90	95	99	109	87	86
NC(Cc1cnc[nH]1)C(=O)NC(Cc1cnc[nH]1)C(=O)O (stereo not drawn)	110	100	96	100	94	99	108	98	100
CCCCCCCCOP(=O)(N1CC1C)N1CC1C (stereo not drawn)	104	101	95	96	·	115	108	96	112
O=C1NC(=O)C([N+](=O)[O-])C(=O)N1	110	95	95	107	105	121	124	142	130
CCC(C)(Cl)c1ccccc1 (stereo not drawn)	117	109	101	103	94	107	108	107	111
O=C1NC(=O)C(O)(c2c[nH]c3ccccc23)C(=O)N1	108	103	95	99	98	102	110	98	122
CN1C2CCC1CC(=O)C2	104	103	94	94	·	108	111	97	111
Clc1c2ccccc2c(Cl)c2ccccc12	123	107	104	·	196	111	118	107	108
CCCCOC(N)=O	109	98	108	106	105	100	109	110	106
O=C1C(Cl)=C(Cl)C1(Cl)Cl	134	102	103	101	·	110	114	106	111
NC(Cc1cc(Br)c(O)c(Br)c1)C(=O)O (stereo not drawn)	105	100	92	100	96	93	107	110	105
CC[C@]12C=CCN3CC[C@@]4(c5ccc(OC)cc5N(C)[C@H]4[C@@](O)(C(=O)OC)[C@@H]1OC(=O)CCCC[P+](c1ccccc1)(c1ccccc1)c1ccccc1)[C@@H]32	-0.3*	19	·	11	58	-3.0*	15	24	5.2*
O=S1(=O)OCCOS(=O)(=O)C1(Br)Br	98	102	96	103	90	106	100	91	108
O=[N+]([O-])c1ccc2c3c(cccc13)-c1ccccc1-2	106	104	99	91	·	105	103	100	91
COc1cc(-c2ccc(N)c(OC)c2)ccc1N	104	114	105	99	104	105	103	94	104
O=C(O)C(F)F	115	105	105	108	101	99	107	106	112
O=P(Oc1ccccc1)(Oc1ccccc1)Oc1ccccc1	118	94	80	97	103	110	111	108	104
Cc1nnc(NN=O)nc1C	123	114	113	109	·	121	117	95	107
CC1(C)N=C(N)N=C(N)N1c1ccc(OCCCCOc2ccc(S(=O)(=O)F)cc2)c(Cl)c1	28	13	5.9*	12	16	43	25	31	57
CCN(CC)CC(=O)c1ccc(Br)cc1	108	102	97	107	99	92	123	98	·
C[C@@H]1O[C@@H](O[C@H]2C[C@@H](O)[C@]3(CO)C4C(CC[C@]3(O)C2)[C@@]2(O)CC[C@H](C3=CC(=O)OC3)[C@@]2(C)C[C@H]4O)[C@H](O)[C@H](O)[C@H]1O (stereo partly drawn)	-96*	-81*	6.9*	-97*	-52*	-88*	-94*	·	-24*
NC(=O)C(c1ccc(Cl)cc1)c1ccc(N(CCCl)CCCl)cc1 (stereo not drawn)	89	72	61	67	55	76	64	99	95
C=CCCC1(CC)C(=O)NC(=S)NC1=O	106	101	98	101	106	97	96	97	104
CC(=O)c1c(C)n(CCCCl)c2c1c(-c1ccc3c(c1)OCO3)nc1ccccc12	81	85	71	78	74	75	91	97	77
Cc1cc(C)c(C)c(C(O)(C(=O)O)c2ccccc2)c1C (stereo not drawn)	108	100	95	97	114	102	109	104	100
CC(O)(CS(=O)(=O)c1ccc(F)cc1)C(=O)Nc1ccc(C#N)c(C(F)(F)F)c1 (stereo not drawn)	108	95	81	90	100	98	141	108	93
CC(C)CC(N(C)C)C1(c2ccc(Cl)cc2)CCC1 (stereo not drawn)	101	100	95	92	106	113	103	84	96
CC[C@H](C)[C@H](NC(=O)CN(C)C)C(=O)N(C)[C@H](C[C@@H](OC(C)=O)c1nc(C(=O)NC23C4C5C2C2C3C4C52C(=O)OC)cs1)C(C)C (stereo partly drawn)	-34*	22	26	17	10.0*	35	2.4*	71	49
[N-]=[N+]=C1C(=O)NN=C1c1ccccc1	106	105	104	110	107	104	111	119	113
O=C(O)c1ccc2c3c(n[se]c13)-c1ccccc1C2=O	106	105	98	106	105	122	106	88	107
Cn1c(O)c(N=O)c(=O)n(C)c1=O	95&101	111&100	95&101	109&95	94&102	104&108	106&98	98&116	111&116
O=C(N/N=C/c1ccc(N(CCCl)CCCl)cc1)c1cc(=O)[nH]c(=O)[nH]1	115	94	89	98	87	·	91	134	109
CSc1nc2ccc(Cl)cc2c(=O)n1-c1ccc(Cl)cc1	110	105	95	100	100	109	105	105	102
COc1ccc(-c2c(C#N)c(=O)oc3cc(O)ccc23)cc1	112	91	66	89	95	81	106	108	110
S=C(SSC(=S)N(Cc1ccccc1)Cc1ccccc1)N(Cc1ccccc1)Cc1ccccc1	74	49	48	36	32	78	66	83	60
O=C(N/N=C/c1ccc([N+](=O)[O-])o1)c1cc([N+](=O)[O-])cc([N+](=O)[O-])c1O	113	90	86	92	104	101	111	114	106
Oc1ccccc1OB(Oc1ccccc1O)N(CCCl)CCCl	74	77	83	·	102	112	87	102	97
COC(CN(C)Cc1c[nH]c2ccccc12)OC	106	98	102	99	94	98	109	111	119
C=C1C(=O)O[C@H]2[C@H]1CC/C(COC(=O)C(=O)c1cn(Cc3ccccc3)c3ccccc13)=C\CC[C@@]1(C)O[C@@H]21	-83*	-2.2*	-58*	-89*	19	87	-54*	-33*	7.8*
CC[C@H](C)[C@H](NC(=O)N[C@@H](C)c1ccccc1)C(=O)N(C)[C@H](C[C@@H](OC(C)=O)c1nc(C(=O)N[C@@H](Cc2ccccc2)C[C@H](C)C(=O)OC)cs1)C(C)C	-37*	12	23	13	5.5*	36	-4.6*	18	37
CNC(Cc1ccccc1)c1cccc(OC)c1OC (stereo not drawn)	101	·	98	105	95	110	97	91	108
CCC(C)[C@H]1O[C@]2(C=C[C@@H]1C)C[C@@H]1C[C@@H](C/C=C(\C)[C@@H](OC3C[C@H](OC)C(O[C@H]4C[C@H](OC)[C@@H](O)[C@H](C)O4)[C@H](C)O3)[C@@H](C)/C=C/C=C3\CO[C@@H]4[C@H](O)C(C)=C[C@@H](C(=O)O1)[C@]34O)O2 (stereo partly drawn)	-72*	13	-5.3*	-16*	-42*	13	11	-32*	16
COc1ccc(-n2c(Sc3sc(N)nc3C)nc3ccc(C)cc3c2=O)cc1	94	87	84	84	89	99	92	82	87
O=C1C2(Cl)C3(Cl)C4(Cl)C(Cl)(Cl)C5(Cl)[C@]3(Cl)C1(Cl)[C@]5(Cl)C24Cl (stereo partly drawn)	78	92	68	81	63	83	93	109	81
N#Cc1ccc(NC(=O)N2CC2)cc1	118	95	97	101	91	113	101	99	107
COc1cc(N(CCCl)CCCl)c(OC)cc1/C=N\Nc1nncn1N	105	92	82	98	98	112	114	109	104
CN1C(=O)C(=Cc2cn(CC(O)Cn3cc(C=C4C(=O)N(C)C(=O)N(C)C4=O)c4ccccc43)c3ccccc23)C(=O)N(C)C1=O	95	114	80	·	107	85	106	91	97
CC(C)CCC1(CCCl)C(=O)NC(=O)NC1=O	116	101	99	94	96	102	107	101	99
O=C(C(=O)N1CCOCC1)c1cn(Cc2ccc(Cn3cc(C(=O)C(=O)N4CCOCC4)c4cc(Br)ccc43)cc2)c2ccc(Br)cc12	82	79	58	77	59	103	99	86	71
CN(CCC#N)C1=Nc2ccc(Cl)cc2C(c2ccccc2)=[N+]([O-])C1	101	101	93	104	102	96	104	101	103
C[CH2][Pb]([CH2]C)([CH2]C)[O]C(=O)COC	-3.4*	3.6*	14	-12*	-59*	-3.9*	10	-4.5*	9.6*
CN(C1CCCC1)C1CCCC1	132	102	84	95	102	108	118	106	80
COC(=O)C1=CCCN(C)C1	118&120	105	93	107	98&98	110&111	112&111	95	101&107
ClCCN(CCCl)Cc1ccc(Nc2ccnc3cc(Cl)ccc23)cc1	40	38	47	22	·	54	19	74	48
Cn1cc(C(=O)/C(C#N)=C/c2cc3ccccc3nc2Cl)c2ccccc21	102	98	92	97	100	91	105	98	98
Nc1nc(N)c2cnnn2n1	109	106	110	99	101	105	109	104	116
NC(Cc1ccc(O)cc1)c1ccc(O)cc1 (stereo not drawn)	99	98	86	96	101	92	102	108	117
O=C1NC(=O)C(Cc2ccccc2)(Cc2ccccc2)C(=O)N1Cc1ccccc1	111	91	60	98	86	95	104	104	83

Profiles from above.
`C[CH2][Pb]([CH2]C)([CH2]C)[O]C(=O)COC` is entered as OVCAR-3: -3.4*; OVCAR-8: 3.6*; PC-3: 14; U251: -12*; SF-295: -59*; SK-OV-3: -3.9*; DU-145: 10; OVCAR-5: -4.5*; OVCAR-4: 9.6*
`N#Cc1ccc(NC(=O)N2CC2)cc1` is entered as OVCAR-3: 118; OVCAR-8: 95; PC-3: 97; U251: 101; SF-295: 91; SK-OV-3: 113; DU-145: 101; OVCAR-5: 99; OVCAR-4: 107

Only OVCAR-3 and OVCAR-4, for some of the entries so far:
Molecule | OVCAR-3 | OVCAR-4
CN1C(=O)C(=Cc2cn(CC(O)Cn3cc(C=C4C(=O)N(C)C(=O)N(C)C4=O)c4ccccc43)c3ccccc23)C(=O)N(C)C1=O | 95 | 97
CC(C)CCC1(CCCl)C(=O)NC(=O)NC1=O | 116 | 99

New compounds follow:
SMILES	OVCAR-3	OVCAR-8	PC-3	U251	SF-295	SK-OV-3	DU-145	OVCAR-5	OVCAR-4
Clc1nc(Cl)nc(Cl)n1	106	100	102	95	102	110	107	106	98
O=C(OCCc1ccccc1)C(Cl)(Cl)Cl	110	104	95	92	85	107	109	108	98
N#CCCN1CC1	104	99	99	92	106	104	106	113	117
CC(=O)OC[C@]1(C)C=C2C(=O)[C@](C)(O)C3(CC3)C(C)=C2[C@H]1O	-29*	-0.4*	-16*	1.4*	-19*	-40*	-19*	-14*	-9.5*
O=C(O)COc1ccc(Cl)cc1Cl	113	105	104	97	96	96	115	97	100
C[C@]12CCc3sc(Nc4ccc(O)cc4)nc3C1=CC[C@@H]1[C@@H]2CC[C@]2(C)C(=O)CC[C@@H]12	-32*	36	39	19	52	108	10	117	57
CN(CCCl)C1c2ccccc2-c2ccccc21	112	96	83	100	109	115	106	107	113
O=C(O)c1cc(Cl)c(O)c(Cl)c1	112	103	97	101	110	102	109	106	112
COCCOC(=O)Cc1ccccc1	106	102	101	99	97	97	101	103	97
CCOC(=O)NC(C1=NCCS1)P(=O)(OCC)OCC (stereo not drawn)	113	97	100	93	101	111	105	100	112
COc1cc([N+](=O)[O-])c2ncccc2c1[N+](=O)[O-]	58	70	66	42	94	91	98	124	48
CNC(=O)Oc1cc(C(C)C)ccc1Sc1ccc(C(C)C)cc1OC(=O)NC	69	67	54	46	27	80	73	96	81
O=C(c1ccc2ccccc2c1)N1CC1	107	102	88	95	98	108	105	96	102
CC(C#N)N(C)C (stereo not drawn)	124	97	91	98	·	110	115	102	102
CCCCN(CCCC)CC(C(C)=O)C(c1ccccc1)c1c(O)c2ccccc2oc1=O (stereo not drawn)	107	111	104	105	100	110	100	109	115

Some of these compounds in order of formula weight, ascending:
SMILES	OVCAR-3	OVCAR-8	PC-3	U251	SF-295	SK-OV-3	DU-145	OVCAR-5	OVCAR-4
Clc1nc(Cl)nc(Cl)n1	106	100	102	95	102	110	107	106	98
O=C(c1ccc2ccccc2c1)N1CC1	107	102	88	95	98	108	105	96	102
O=C(O)c1cc(Cl)c(O)c(Cl)c1	112	103	97	101	110	102	109	106	112
COc1cc([N+](=O)[O-])c2ncccc2c1[N+](=O)[O-]	58	70	66	42	94	91	98	124	48
CCCCN(CCCC)CC(C(C)=O)C(c1ccccc1)c1c(O)c2ccccc2oc1=O (stereo not drawn)	107	111	104	105	100	110	100	109	115

Next part
SMILES	OVCAR-3	OVCAR-8	PC-3	U251	SF-295	SK-OV-3	DU-145	OVCAR-5	OVCAR-4
CC(/C=N/N=C(N)N)=N\N=C(N)N	58	58	101	78	85	85	66	82	66
OC1/C(=C/c2cn(Cc3ccccc3)c3ncccc23)N2CCC1CC2 (stereo not drawn)	106	98	89	86	99	91	110	96	101
O=C(O)COc1cc(Cl)c(Cl)cc1Cl	114	98	82	97	97	110	115	104	101
O=S(Cc1ccccc1)OOCCCCOS(=O)OCc1ccccc1 (stereo not drawn)	106	101	90	98	·	108	104	106	107
N#Cc1ccc(Cn2cc(/C=C3/C(=O)C4CCN3CC4)c3cccnc32)cc1	98	94	82	88	95	108	104	96	89
CCN(CCCCO)CCc1c[nH]c2ccc(OC)cc12	111	98	91	104	95	98	106	94	97
Cc1ccc(Cl)c2ccccc12	104	91	97	96	85	92	93	90	98
CC12CCC(Cl)CC1=CCC1C2CCC2(C)C(O)CCC12 (stereo not drawn)	103	94	78	96	·	107	108	96	93
COc1cc(NC(C)CCCNC2CN3CCC2CC3)c2ncccc2c1 (stereo not drawn)	11	76	56	78	·	93	112	93	·
COC1C(O)CC(OC2CC(Oc3cc4cc5c(c(O)c4c(O)c3C)C(=O)[C@@H](OC3CC(OC4CC(OC6CC(C)(O)C(OC(C)=O)C(C)O6)C(O)C(C)O4)C(O)C(C)O3)[C@H]([C@H](OC)C(=O)[C@@H](O)[C@@H](C)O)C5)OC(C)C2OC(C)=O)OC1C (stereo partly drawn)	-9.7*	·	-11*	4.8*	-16*	12	-18*	-67*	4.3*
CC(C)OC(=O)c1nn(Cc2ccccc2)c2cc(F)c(F)cc12	106	109	107	96	103	100	108	100	104
